High-throughput results (PubChem)
MEX-5 binding: C. elegans MEX-5 TCR-2 RNA binding activity. Q9XUB2. MEX-5/FITC-TCR2 RNA binding, fluorescence polarization; active compounds read low. activity score (negative = inhibition of binding), % at 10 µM. hit rate 0.38% among 300,000;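 active = inhibition past about -25% in most replicates, and total fluorescence under double the plate's negative control median, limit read from the data; inconclusive = replicates evenly split on the limit, or fluorescence at least double controls; inactive = too little inhibition in most replicates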;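 also: 0% = DMSO and -100% = 5 µM competing unlabeled TCR2 RNA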
MCL1 BIM primary: MCL1-BIM-BH3 interaction inhibition (human). GST-MCL1 / FITC-Bim-BH3 fluorescence polarization. hit rate 0.68% among 320,000. Q07820. inhibition, % at 10.9 µM;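 active = inhibition above the mean inhibition of all tested compounds plus 3 SD, set per campaign, cut at about 40% in these data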;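 also: 0% = DMSO wells and 100% = unlabeled Bim-BH3 peptide control; higher means more loss of mP so more displacement of Bim peptide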
BCLXL inh: inhibitors of human Bcl-xL. Q07817. GST-Bcl-xL / FITC-Bim BH3 peptide fluorescence polarization. inhibition, % at 10.9 µM. hit rate 0.7% among 320,000;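 active = inhibition above the mean of all tested compounds plus 3 SD, cutoff set per campaign, cut at about 30% in these data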;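 also: 0% = DMSO wells and 100% = unlabeled Bim-BH3 peptide competitor; inhibitors lower millipolarization by displacing the labeled peptide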
Target sequence (Q07817 whole entry, looked up): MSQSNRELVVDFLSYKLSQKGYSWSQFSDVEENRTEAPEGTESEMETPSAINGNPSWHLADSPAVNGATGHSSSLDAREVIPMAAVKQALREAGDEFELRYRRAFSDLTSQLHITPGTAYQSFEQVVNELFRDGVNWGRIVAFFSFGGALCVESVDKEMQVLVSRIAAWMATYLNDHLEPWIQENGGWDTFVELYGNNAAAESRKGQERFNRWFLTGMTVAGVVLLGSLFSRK
PME-1 inh: blocks human protein phosphatase methylesterase 1. Q9Y570. recombinant PME-1, FP-Rh probe fluorescence polarization. inhibition, % at 5.9 µM. hit rate 0.53% among 320,000. AID 2130;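 active = inhibition above the campaign mean of all compounds plus 3 SD, cut at about 26% in these data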;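 also: competitive labeling of PME-1 active site by serine hydrolase directed probe; 0% = PME-1 with DMSO and 100% = wells lacking PME-1 enzyme; inhibitors block probe labeling so polarization falls and inhibition rises; many of its hits are not listed in these tables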
Target sequence (Q9Y570 whole entry, looked up): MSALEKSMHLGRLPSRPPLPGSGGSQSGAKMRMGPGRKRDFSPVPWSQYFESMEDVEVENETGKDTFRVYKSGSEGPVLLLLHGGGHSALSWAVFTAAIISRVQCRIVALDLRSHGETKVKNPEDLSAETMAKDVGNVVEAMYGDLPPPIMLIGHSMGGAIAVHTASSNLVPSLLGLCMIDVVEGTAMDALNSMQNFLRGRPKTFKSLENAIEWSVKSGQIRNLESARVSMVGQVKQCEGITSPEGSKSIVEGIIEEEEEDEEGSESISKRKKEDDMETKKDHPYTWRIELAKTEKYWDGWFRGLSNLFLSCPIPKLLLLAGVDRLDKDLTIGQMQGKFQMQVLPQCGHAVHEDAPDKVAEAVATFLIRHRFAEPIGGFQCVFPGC
GSTO1 inh: blocks human GSTO1 in RBBP9 counter-screen; AID 1974; recombinant GSTO1, activity-based probe fluorescence polarization; inhibition, % at 5.96 µM; hit rate 1.1% among 300,000;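 active = inhibition above the campaign mean inhibition plus 3 SD, cut at about 35% in these data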;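 also: 0% = GSTO1-1 with DMSO and 100% = wells lacking GSTO1-1 enzyme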
Fam108B inh: counter-screen for RBBP9 inhibitors: inhibitors of mouse Fam108B; recombinant Fam108B, FP-Rh probe fluorescence polarization; inhibition, % at 9.51 µM; hit rate 0.33% among 300,000;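 active = inhibition above the screen mean inhibition plus 3 SD, computed separately per campaign, cut at about 18% in these data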;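 also: inhibitors lower polarization as less probe binds the enzyme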
TPT1 inh: inhibitors of Candida albicans tRNA 2'-phosphotransferase TPT1; recombinant caTPT1, FP RNA substrate dephosphorylation; inhibition, % at 5 µM; hit rate 0.81% among 300,000; AID 1962;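 active = inhibition above the mean of all tested compounds plus 3 SD, set per screening campaign, cut at about 24% in these data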;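 also: plate controls were DMSO alone for no effect and ferristatin control at 100 nM for full effect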
GLD-1 TGE inh: GLD-1-TGE RNA interaction inhibition (C. elegans); Q17339; purified GLD-1 + fluorescein TGE RNA, fluorescence polarization; inhibition, % at 5.96 µM; hit rate 0.44% among 320,000; AID 2280;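 active = percent inhibition above a per-plate cutoff, the plate mean of test compounds plus 3 SD, cut at about 30% in these data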;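 also: 0% = DMSO wells with GLD-1 and probe and 100% = wells lacking GLD-1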
Target sequence (Q17339 whole entry, looked up): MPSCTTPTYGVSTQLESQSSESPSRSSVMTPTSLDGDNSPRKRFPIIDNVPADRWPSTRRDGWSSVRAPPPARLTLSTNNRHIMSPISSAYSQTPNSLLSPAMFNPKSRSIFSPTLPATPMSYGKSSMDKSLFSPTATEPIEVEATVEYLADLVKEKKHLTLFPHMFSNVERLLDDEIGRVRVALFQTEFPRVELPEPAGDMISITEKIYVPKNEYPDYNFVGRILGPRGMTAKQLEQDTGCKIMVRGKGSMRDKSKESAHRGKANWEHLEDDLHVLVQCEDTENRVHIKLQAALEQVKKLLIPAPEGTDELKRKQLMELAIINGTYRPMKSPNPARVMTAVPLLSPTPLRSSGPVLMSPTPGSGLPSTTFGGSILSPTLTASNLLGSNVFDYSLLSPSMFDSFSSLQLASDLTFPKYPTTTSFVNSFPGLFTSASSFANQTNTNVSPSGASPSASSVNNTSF
PAD4 inh: inhibitors of human PAD4 | recombinant PAD4, RCA probe fluorescence polarization | Q9UM07 | AID 485272 | hit rate 0.41% among 330,000 | inhibition, % at 6.36 µM;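 active = percent inhibition above a cutoff equal to the mean of all tested compounds plus 3 SD, cut at about 15% in these data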;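 also: 0% = PAD4 with RCA probe and DMSO and 100% = probe without PAD4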
Numbers without * were called inactive.

COc1cccc(NC(=O)c2cc(-c3cccnc3)nc3c(Cl)cccc23)c1 was read as MEX-5 binding -2.3, MCL1 BIM primary 7, BCLXL inh 7, PME-1 inh -1, GSTO1 inh -1, Fam108B inh -1, TPT1 inh -1, GLD-1 TGE inh 6 and PAD4 inh 3.
For O=C(CCCN=C1NS(=O)(=O)c2ccccc21)OCc1ccccc1 the results were MEX-5 binding -1.7, MCL1 BIM primary -5, BCLXL inh -2, PME-1 inh 1, GSTO1 inh 1, Fam108B inh 2, TPT1 inh -3, GLD-1 TGE inh -1 and PAD4 inh -4.
`Cc1ccc2nc(SCC(=O)Nc3cccc(S(N)(=O)=O)c3)[nH]c2c1` gave MEX-5 binding 1.1, MCL1 BIM primary -6, BCLXL inh -12, PME-1 inh -11, GSTO1 inh 5, Fam108B inh -2, TPT1 inh -5, GLD-1 TGE inh 6 and PAD4 inh -3.
`COc1ccc(CCNC(=O)CSc2nnnn2-c2ccc(OC)c(OC)c2)cc1OC` gave MEX-5 binding -0.4, MCL1 BIM primary -6, BCLXL inh -1, PME-1 inh 0, GSTO1 inh 2, Fam108B inh 4, TPT1 inh -1, GLD-1 TGE inh 1 and PAD4 inh -8.
Screening Cc1cc(C(=O)CN2C(=O)C(=O)N(C)C2=O)c(C)n1-c1cccc(S(=O)(=O)N2CCOCC2)c1 returned MEX-5 binding 1.8, MCL1 BIM primary -1, BCLXL inh 1, PME-1 inh -2, GSTO1 inh 1, Fam108B inh 0, TPT1 inh -2, GLD-1 TGE inh 4 and PAD4 inh 1.
`Cc1ccc(CNS(=O)(=O)c2ccc(F)c(F)c2)n1C` gave MEX-5 binding -0.8, MCL1 BIM primary 14, BCLXL inh 17, PME-1 inh -7, GSTO1 inh 14, Fam108B inh -3, TPT1 inh -4, GLD-1 TGE inh 20 and PAD4 inh 0.
Screening Cc1c(Br)c([N+](=O)[O-])nn1C(C)C(=O)NCc1ccco1 (stereo not drawn) returned MEX-5 binding -1.9, MCL1 BIM primary 9, BCLXL inh 7, PME-1 inh -5, GSTO1 inh 4, Fam108B inh -4, TPT1 inh -5, GLD-1 TGE inh 3 and PAD4 inh 1.
Cc1ccc(S(=O)(=O)N2CCCC2C(=O)O)s1 (stereo not drawn) was read as MEX-5 binding 1.0, MCL1 BIM primary 0, BCLXL inh -2, PME-1 inh -3, GSTO1 inh 6, Fam108B inh -7, TPT1 inh -1, GLD-1 TGE inh 0 and PAD4 inh -4.
For CCOc1ccc(CCN2C(=O)C3C4C=CC(C4)C3C2=O)cc1OCC (stereo not drawn) the results were MEX-5 binding 2.1, MCL1 BIM primary 1, BCLXL inh 1, PME-1 inh -3, GSTO1 inh 1, Fam108B inh 3, TPT1 inh -2, GLD-1 TGE inh 3 and PAD4 inh 3.
For COCCNC(=O)c1cccc(S(=O)(=O)N2CC3(C)CC2CC(C)(C)C3)c1 (stereo not drawn) the results were MEX-5 binding 1.6, MCL1 BIM primary -2, BCLXL inh 3, PME-1 inh 0, GSTO1 inh 8, Fam108B inh 0, TPT1 inh 4, GLD-1 TGE inh 0 and PAD4 inh 1.
`O=C(/C=C/c1ccc(S(=O)(=O)N2CCOCC2)cc1)N1CCN(c2ccccc2)CC1` gave MEX-5 binding -0.2, MCL1 BIM primary 3, BCLXL inh 8, PME-1 inh -1, GSTO1 inh 7, Fam108B inh -1, TPT1 inh -1, GLD-1 TGE inh -6 and PAD4 inh 3.
`O=C(O)[C@H](Cc1ccccc1)NC(=O)C(c1ccccc1)(c1ccccc1)c1ccccc1` gave MEX-5 binding 2.8, MCL1 BIM primary 0, BCLXL inh 7, PME-1 inh 3, GSTO1 inh -4, Fam108B inh -1, TPT1 inh 1, GLD-1 TGE inh 10 and PAD4 inh -11.

Retrieved by compound from the entries so far, two records:
`O=C(O)[C@H](Cc1ccccc1)NC(=O)C(c1ccccc1)(c1ccccc1)c1ccccc1` gave MEX-5 binding 2.8, MCL1 BIM primary 0, BCLXL inh 7, PME-1 inh 3, GSTO1 inh -4, Fam108B inh -1, TPT1 inh 1, GLD-1 TGE inh 10 and PAD4 inh -11.
COc1cccc(NC(=O)c2cc(-c3cccnc3)nc3c(Cl)cccc23)c1 was read as MEX-5 binding -2.3, MCL1 BIM primary 7, BCLXL inh 7, PME-1 inh -1, GSTO1 inh -1, Fam108B inh -1, TPT1 inh -1, GLD-1 TGE inh 6 and PAD4 inh 3.

Further structures
COc1ccc(CNC(=O)CN(C(=O)CCC(=O)Nc2ccccn2)c2cc(C)ccc2C)cc1 was read as MEX-5 binding 0.1, MCL1 BIM primary -1, BCLXL inh 2, PME-1 inh -2, GSTO1 inh -2, Fam108B inh 3, TPT1 inh 0, GLD-1 TGE inh -2 and PAD4 inh -4.
Screening Cc1ccc(/C=C2/SC(=S)N(CC(=O)Nc3ncc(Cc4ccc(C)cc4)s3)C2=O)cc1 returned MEX-5 binding 0.8, MCL1 BIM primary 14, BCLXL inh 0, PME-1 inh -5, GSTO1 inh -3, Fam108B inh -30, TPT1 inh 1, GLD-1 TGE inh -6 and PAD4 inh -9.
Screening O=C(COC(=O)c1cccc(Br)c1)NCCc1ccc(F)cc1 returned MEX-5 binding 0.6, MCL1 BIM primary 2, BCLXL inh 5, PME-1 inh 0, GSTO1 inh 2, Fam108B inh 3, TPT1 inh -2, GLD-1 TGE inh 4 and PAD4 inh 3.
`CC(=O)N1CCN(c2ccc(NCc3ccco3)cc2)CC1` gave MCL1 BIM primary 8, BCLXL inh 7, PME-1 inh 0, GLD-1 TGE inh 3 and PAD4 inh -6.
Screening CCOC(=O)CSc1cc(CS(=O)(=O)c2ccccc2)nc(-c2ccccc2)n1 returned MEX-5 binding -0.8, MCL1 BIM primary 8, BCLXL inh 1, PME-1 inh 3, GSTO1 inh 1, Fam108B inh 7, TPT1 inh 3, GLD-1 TGE inh 7 and PAD4 inh -3.
COc1ccc(NC(=O)CSc2nc3ccccc3c(=O)n2CCCN2CCCCC2)c(OC)c1 was read as MEX-5 binding 0.9, MCL1 BIM primary 1, BCLXL inh 4, PME-1 inh 0, GSTO1 inh -3, Fam108B inh -1, TPT1 inh -6, GLD-1 TGE inh 8 and PAD4 inh 0.
CCOC(=O)N1CCN(Cc2nc(-c3cccc(C)c3)no2)CC1 was read as MEX-5 binding 2.7, MCL1 BIM primary 4, BCLXL inh 3, PME-1 inh 3, GSTO1 inh 3, Fam108B inh 2, TPT1 inh -2, GLD-1 TGE inh 6 and PAD4 inh -2.
Screening CSc1n[nH]c(-c2ccc(C(F)(F)F)cc2)n1 returned MEX-5 binding 1.1, MCL1 BIM primary 1, BCLXL inh 5, PME-1 inh 0, GSTO1 inh -13, Fam108B inh -1, TPT1 inh -2, GLD-1 TGE inh 2 and PAD4 inh -1.
COC(=O)/C(C#N)=C1/SC=C(C)N1c1ccccc1 was read as MEX-5 binding -0.6, MCL1 BIM primary 1, BCLXL inh -6, PME-1 inh -1, GSTO1 inh -1, Fam108B inh 4, TPT1 inh -6, GLD-1 TGE inh 5 and PAD4 inh 4.
Screening OCCN(CCO)CC(O)COCCC12CC3CC(CC(C3)C1)C2 (stereo not drawn) returned MEX-5 binding 0.2, MCL1 BIM primary 3, BCLXL inh 0, PME-1 inh 2, GSTO1 inh 7, Fam108B inh 3, TPT1 inh -1, GLD-1 TGE inh 0 and PAD4 inh -1.
Screening COC(=O)CNC(=O)COC(=O)Cc1ccc(Cl)cc1 returned MEX-5 binding -1.3, MCL1 BIM primary 4, BCLXL inh -3, PME-1 inh -1, GSTO1 inh 9, Fam108B inh -1, TPT1 inh -5, GLD-1 TGE inh 8 and PAD4 inh -2.
Screening NNc1nc2c(-c3ccc(Cl)cc3)nnn2c2ccccc12 returned MEX-5 binding 1.9, MCL1 BIM primary 15, BCLXL inh 10, PME-1 inh -16, GSTO1 inh -6, Fam108B inh 55*, TPT1 inh 39*, GLD-1 TGE inh -13 and PAD4 inh -6.
`CC(C)COC(=O)Cn1cnc2ccc(Br)cc2c1=O` gave MEX-5 binding 0.3, MCL1 BIM primary 1, BCLXL inh 5, PME-1 inh -1, GSTO1 inh -3, Fam108B inh -1, TPT1 inh 0, GLD-1 TGE inh 3 and PAD4 inh -2.
For CCOc1ccccc1OCCCC(=O)NCCc1ccc(S(N)(=O)=O)cc1 the results were MEX-5 binding 1.2, MCL1 BIM primary -8, BCLXL inh -7, PME-1 inh -3, GSTO1 inh 1, Fam108B inh -4, TPT1 inh 0, GLD-1 TGE inh 8 and PAD4 inh -3.
`O=C(Nc1ccccc1C(F)(F)F)C1CCN(C(=O)Cc2ccccc2)CC1` gave MEX-5 binding -2.5, MCL1 BIM primary 1, BCLXL inh 0, PME-1 inh 3, GSTO1 inh 0, Fam108B inh 1, TPT1 inh -1, GLD-1 TGE inh 9 and PAD4 inh 2.
`CCCCNC(=S)NNC(=O)c1cc(C)on1` gave MEX-5 binding inconclusive, MCL1 BIM primary -11, BCLXL inh -9, PME-1 inh 0, GSTO1 inh 5, Fam108B inh 3, TPT1 inh 1, GLD-1 TGE inh 0 and PAD4 inh -3.
`O=C(O)COc1ccc(C(NC(=O)c2c(F)cccc2F)NC(=O)c2c(F)cccc2F)cc1` gave MEX-5 binding 0.7, MCL1 BIM primary 6, BCLXL inh 3, PME-1 inh 0, GSTO1 inh 3, Fam108B inh 3, TPT1 inh 2, GLD-1 TGE inh 2 and PAD4 inh 2.
`CC(=O)N1CCc2cc(Br)cc(S(=O)(=O)N3CCCCC3)c21` gave MEX-5 binding 0.2, MCL1 BIM primary 3, BCLXL inh 5, PME-1 inh 0, GSTO1 inh 9, Fam108B inh 2, TPT1 inh -7, GLD-1 TGE inh -5 and PAD4 inh 1.
`CCOc1ccc(C(=O)NCC(=O)OCC(=O)N2CCCC2)cc1` gave MEX-5 binding -2.1, MCL1 BIM primary 9, BCLXL inh 3, PME-1 inh 2, GSTO1 inh 5, Fam108B inh 2, TPT1 inh -1, GLD-1 TGE inh -6 and PAD4 inh -1.
For O=C(NCCNC(=O)c1ccccn1)c1ccc(-c2ccccc2)cc1 the results were MEX-5 binding 1.9, MCL1 BIM primary 1, BCLXL inh 1, PME-1 inh -1, GSTO1 inh 8, Fam108B inh 5, TPT1 inh -2, GLD-1 TGE inh 9 and PAD4 inh 1.
For CN(CC(=O)NCC1CCCO1)S(=O)(=O)c1ccc(Br)cc1 (stereo not drawn) the results were MEX-5 binding 0.1, MCL1 BIM primary 1, BCLXL inh 1, PME-1 inh 2, GSTO1 inh 0, Fam108B inh 3, TPT1 inh -2, GLD-1 TGE inh -4 and PAD4 inh -1.
For CC(OC(=O)CN1C(=O)c2ccccc2C1=O)C(=O)N(C)c1ccccc1 (stereo not drawn) the results were MEX-5 binding -1.2, MCL1 BIM primary 3, BCLXL inh 2, PME-1 inh 2, GSTO1 inh 17, Fam108B inh -3, TPT1 inh -3, GLD-1 TGE inh 6 and PAD4 inh -3.

A portion from further up, as a working copy:
For CN(CC(=O)NCC1CCCO1)S(=O)(=O)c1ccc(Br)cc1 (stereo not drawn) the results were MEX-5 binding 0.1, MCL1 BIM primary 1, BCLXL inh 1, PME-1 inh 2, GSTO1 inh 0, Fam108B inh 3, TPT1 inh -2, GLD-1 TGE inh -4 and PAD4 inh -1.
For CC(OC(=O)CN1C(=O)c2ccccc2C1=O)C(=O)N(C)c1ccccc1 (stereo not drawn) the results were MEX-5 binding -1.2, MCL1 BIM primary 3, BCLXL inh 2, PME-1 inh 2, GSTO1 inh 17, Fam108B inh -3, TPT1 inh -3, GLD-1 TGE inh 6 and PAD4 inh -3.

Only part of the results is shown; rates above refer to the full screens.
